# Bioassay records (PubChem BioAssay)
# TcdB GH inh: TcdB glycohydrolase inhibitors, primary screen, biochemical, single point, plate reader | TcdB glycohydrolase enzymatic assay | inhibition, % at 9.99 µM | 0.24% of 350,000 active; in the data active means inhibition above about 10%
# UGM FP inh: M. tuberculosis UGM enzyme inhibitors, primary screen, biochemical, fluorescence polarization, single point. UDP-galactopyranose mutase (Mycobacterium tuberculosis (strain ATCC 25618 / H37Rv)), …. purified UGM, fluorescence polarization probe displacement. inhibition, % at 10 µM. 0.06% of 320,000 active. AID 504406, 2011; in the data active means inhibition above about 10%, passing the limit was not always enough
# Target sequence (P9WIQ1 whole entry, looked up): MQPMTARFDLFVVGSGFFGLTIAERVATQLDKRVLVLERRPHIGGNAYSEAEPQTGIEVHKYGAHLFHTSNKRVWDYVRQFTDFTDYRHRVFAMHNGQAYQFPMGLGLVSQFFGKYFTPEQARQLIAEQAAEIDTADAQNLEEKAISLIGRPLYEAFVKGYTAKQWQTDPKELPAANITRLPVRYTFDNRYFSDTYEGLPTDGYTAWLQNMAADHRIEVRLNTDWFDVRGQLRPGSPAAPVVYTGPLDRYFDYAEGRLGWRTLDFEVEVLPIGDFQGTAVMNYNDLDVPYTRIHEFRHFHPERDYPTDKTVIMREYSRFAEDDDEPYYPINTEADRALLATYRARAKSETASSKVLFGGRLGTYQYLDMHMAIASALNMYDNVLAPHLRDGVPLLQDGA
# Mtb FBA inh: Mtb FBA enzyme inhibitors, primary screen, biochemical, fluorescence, strain H37Rv; purified M. tuberculosis FBA, fluorescence read-out; 2.3% of 360,000 active; Fructose-bisphosphate aldolase (Mycobacterium tuberculosis (strain ATCC 25618 / H37Rv)), …; inhibition, % at 1 µM; in the data active means inhibition above about 27%;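 further: 0% = vehicle and 100% = reference inhibitor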
# Target sequence (P9WQA3 whole entry, looked up): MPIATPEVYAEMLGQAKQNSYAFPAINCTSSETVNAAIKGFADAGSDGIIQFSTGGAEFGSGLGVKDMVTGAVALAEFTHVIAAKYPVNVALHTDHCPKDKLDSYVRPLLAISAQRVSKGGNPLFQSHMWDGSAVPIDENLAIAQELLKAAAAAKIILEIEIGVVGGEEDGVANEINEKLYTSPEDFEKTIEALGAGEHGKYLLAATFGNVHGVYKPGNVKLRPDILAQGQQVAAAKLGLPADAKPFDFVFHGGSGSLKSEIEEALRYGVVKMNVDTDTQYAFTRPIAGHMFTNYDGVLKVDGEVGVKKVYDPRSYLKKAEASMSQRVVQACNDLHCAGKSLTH
# GDH-TPI inh: GDH-TPI coupling enzyme inhibitors, primary screen, artefact control for M. tuberculosis FBA inhibitor project, biochemical, absorbance, full deck. AID 588335, 2011. inhibition, % at 4.8 µM. 1.2% of 360,000 active. GDH-TPI coupled enzyme counterscreen, NADH absorbance; in the data active means inhibition above about 30%;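 further: 0% = DMSO wells and 100% = wells lacking the enzyme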
# FadD28 FP inh: inhibitors of FadD28 bisubstrate probe binding, primary screen, biochemical, fluorescence polarization, single point; Mycobacterium tuberculosis FadD28 fatty-acid-AMP ligase; inhibition, % at 12.5 µM; 0.22% of 360,000 active; in the data active means inhibition above about 8.5%, passing the limit was not always enough
# BH1578 lux ind: inducers of Vibrio cholerae quorum light production without autoinducers, primary screen, BH1578 luxS cqsA deficient, single point. activation, % at 18.7 µM. V. cholerae BH1578 lux reporter, luminescence, 6 h. AID 588436, 2011. 0.16% of 350,000 active; in the data active means activation mostly above about 9.7%, no sharp cut-off; further: not every result past the cut was called active; inactives centre near 0; reference of the scale not given here
# PfHsp40 yeast: rescue of yeast from PfHsp40 toxicity, primary screen, S. cerevisiae, ATP luminescence; growth rescue, % at 12.5 µM; S. cerevisiae expressing PfHsp40, growth rescue; 0.68% of 340,000 active; AID 504582, 2011; in the data active means growth rescue above about 28%, passing the limit was not always enough;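 further: yeast W303a lacking pdr1 and pdr3 grown in galactose medium; growth measured after three days at 30 °C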
# Y pestis TopoI: Yersinia pestis topoisomerase I inhibitors, primary screen, biochemical, cleavage product accumulation, plate reader, single point; DNA topoisomerase I (Yersinia pestis CO92); Y. pestis Topo-I cleavage product accumulation; activity, % at 10 µM; 0.064% of 360,000 active; AID 504884, 2011; in the data active means activity above about 50%, passing the limit was not always enough; further: inactives centre near 2
# BioA inh: M. tuberculosis BioA enzyme inhibitors, primary screen, biochemical, plate reader, single point, HTS | AID 602481, 2012 | inhibition, % at 9.99 µM | 0.096% of 360,000 active | purified M. tuberculosis BioA enzyme; in the data active means inhibition above about 40%
# * marks the source's active call; other numbers are inactive results; i = inactive; x = no result given; + = active, no number; & = joins results of further samples.
SMILES,TcdB GH inh,UGM FP inh,Mtb FBA inh,GDH-TPI inh,FadD28 FP inh,BH1578 lux ind,PfHsp40 yeast,Y pestis TopoI,BioA inh
Cc1oc(S(=O)(=O)N2CCCC2)cc1C(=O)Nc1ccc(F)cc1,1.4,-2.6,1,15,-2.3,-0.4,0.7,-3,x
Cc1ccccc1CN1C[C@@H]2C[C@@H](c3cnc(N4CCOCC4)s3)N3CCC[C@@]23C1=O,-2.4,1.4,-2,5,-0.4,i,1.1,3,x
O=C(O)c1ccc(OCC(O)Cn2cnc3ccccc32)cc1 (stereo not drawn),x,-0.7,-4,-1,-1.1,2.0,0.3,2,-1.2
CC(OC(=O)c1c2c(nc3ccccc13)/C(=C\c1ccc3c(c1)OCO3)CCC2)C(=O)Nc1ccc(S(N)(=O)=O)cc1 (stereo not drawn),x,x,3,12,-1.0,-0.3,1.8,-4,-4.4
O=c1[nH]cnc2c([N+](=O)[O-])cccc12,x,-0.2,-1,1,-0.8,i,-0.6,-4,-2.3
O=C(Cn1cc(C(=O)c2ccco2)c2ccccc21)NC1CCCCC1,0.1,0.5,5,13,-1.6,1.1,1.1,2,-0.6
Cc1nc(CNS(=O)(=O)c2cc(C)c(C)cc2C)cs1,x,-1.2,0,-1,-0.9,-3.4,0.5,6,-0.3
Fc1ccc(-n2nnc(-c3ccnc4ccccc34)n2)cc1,1.1,-3.1,0,9,1.4,-0.2,3.3,6,-0.8
COc1ccc(NC(=O)Nc2nc(C(N)Cc3ccc(C(F)(F)F)cc3)cs2)cc1 (stereo not drawn),-0.9,x,1,8,-3.7,-0.2,x,-9,-1.4
N#Cc1c(N)n(CCNC(=O)c2cccs2)c2nc3ccccc3nc12,x,2.3,+,9,-0.4,x,3.5,1,-0.3
CN1CCN(C(=O)c2cccc(-c3cccc4nccn34)c2)CC1,-1.4,x,16,13,1.2,-4.0,x,8,0.7
O=C(c1cccs1)N(Cc1ccccn1)Cc1ccco1,x,-2.1,0,-4,-1.5,-0.2,0.3,8,3.1
CCCn1c(SC(C(=O)Nc2cccc(OC)c2)c2ccccc2)nc2ccccc2c1=O (stereo not drawn),x,-1.7,-3,11,-1.5,-0.3,-0.9,-7,-8.7
COc1ccc(CC(=O)OCC(=O)N(CC(C)C)c2c(N)n(Cc3ccccc3)c(=O)[nH]c2=O)cc1,2.0,-2.4,5,1,1.4,-0.3,-0.6,0,x
COc1ccc(-c2noc(CCCC(=O)NCC3CCCO3)n2)cc1 (stereo not drawn),0.2,3.3,-4,-12,-4.0,-0.3,-1.1,-3,-0.3
CCCCCC(=O)Nc1cccc(C2=NOC3(C2)C[C@@H](C(N)=O)N(C(=O)c2ccc(Cl)cc2)C3)c1 (stereo partly drawn),x,4.3,0,-1,-4.7,-0.2,0.3,5,-1.5
O=C(NCCCN1CCOCC1)c1cc(-c2ccc(Br)cc2)on1,x,-1.5,6,-1,-0.5,i,2.7,6,-1.5
CCOC(=O)c1c(-c2ccccc2)oc2ccc(OCC(N)=O)cc12,-0.9,0.1,73*,3,-1.8,-0.4,-0.1,35,-1.3
COc1ccccc1-c1nnc(SCC(=O)NCc2cccs2)n1N,1.7,-0.6,5,0,-1.8,1.0,-0.2,1,x
CCOCCCNC(=O)c1cc2c(=O)n3ccccc3nc2s1,1.6,-1.2,184*,7,-4.0,0.6,0.0,1,-1.1
COc1ccc(/C=C/C(=O)O)cc1S(=O)(=O)NC1CCS(=O)(=O)C1 (stereo not drawn),0.9,2.1,-5,9,-0.6,-0.3,-0.3,0,x
COC(=O)[C@@]1(Cc2ccccc2)[C@H]2C(=O)N(C)C(=O)[C@H]2[C@H]2CN=C(SCC(=O)c3ccccc3)N21,-0.3,x,-2,5,-3.5,i,-0.1,17,-0.1
O=C(COc1ccccc1)N=C1SC2CS(=O)(=O)CC2N1c1ccccc1F (stereo not drawn),2.6,-1.0,-1,-8,-4.1,-0.2,-0.2,-10,-2.3
COCCOC1CCN(C(=O)C2CCC(=O)N(CCc3cccc(F)c3)C2)CC1 (stereo not drawn),0.0,0.5,2,10,-1.7,-0.3,-0.8,2,-1.3
C=CCOC(=O)C1=C[C@H](c2csc3ccccc23)[C@@H](CCCO)[C@H](OCC)O1,0.6&-1.4,0.4,1,5,-0.6,-0.9,1.4,28,0.1&1.0

# Retrieved by compound from the list above, 2 records:
SMILES,TcdB GH inh,UGM FP inh,Mtb FBA inh,GDH-TPI inh,FadD28 FP inh,BH1578 lux ind,PfHsp40 yeast,Y pestis TopoI,BioA inh
Cc1nc(CNS(=O)(=O)c2cc(C)c(C)cc2C)cs1,x,-1.2,0,-1,-0.9,-3.4,0.5,6,-0.3
O=C(Cn1cc(C(=O)c2ccco2)c2ccccc21)NC1CCCCC1,0.1,0.5,5,13,-1.6,1.1,1.1,2,-0.6

# The main list resumes; the 7 compounds before the break are reprinted first.
SMILES,TcdB GH inh,UGM FP inh,Mtb FBA inh,GDH-TPI inh,FadD28 FP inh,BH1578 lux ind,PfHsp40 yeast,Y pestis TopoI,BioA inh
COc1ccccc1-c1nnc(SCC(=O)NCc2cccs2)n1N,1.7,-0.6,5,0,-1.8,1.0,-0.2,1,x
CCOCCCNC(=O)c1cc2c(=O)n3ccccc3nc2s1,1.6,-1.2,184*,7,-4.0,0.6,0.0,1,-1.1
COc1ccc(/C=C/C(=O)O)cc1S(=O)(=O)NC1CCS(=O)(=O)C1 (stereo not drawn),0.9,2.1,-5,9,-0.6,-0.3,-0.3,0,x
COC(=O)[C@@]1(Cc2ccccc2)[C@H]2C(=O)N(C)C(=O)[C@H]2[C@H]2CN=C(SCC(=O)c3ccccc3)N21,-0.3,x,-2,5,-3.5,i,-0.1,17,-0.1
O=C(COc1ccccc1)N=C1SC2CS(=O)(=O)CC2N1c1ccccc1F (stereo not drawn),2.6,-1.0,-1,-8,-4.1,-0.2,-0.2,-10,-2.3
COCCOC1CCN(C(=O)C2CCC(=O)N(CCc3cccc(F)c3)C2)CC1 (stereo not drawn),0.0,0.5,2,10,-1.7,-0.3,-0.8,2,-1.3
C=CCOC(=O)C1=C[C@H](c2csc3ccccc23)[C@@H](CCCO)[C@H](OCC)O1,0.6&-1.4,0.4,1,5,-0.6,-0.9,1.4,28,0.1&1.0
Cn1c(COc2ccc(Cl)cc2)nnc1SCC(=O)NC1CC1,0.3,-0.1,-2,11,-3.5,i,-0.2,-2,3.3
O=C1C(=O)N(CCCn2ccnc2)C(c2ccc(Br)cc2)/C1=C(\O)c1ccc2c(c1)OCCO2 (stereo not drawn),-9.8,-1.6,4,19,-0.5,i,1.1,2,0.8
COc1ccc2nc(SCc3nc(N)nc(Nc4ccccc4)n3)[nH]c2c1,x,1.4,0,-3,1.3,x,0.4,-2,8.5
CCc1nc2c(OCc3ccc(F)c(F)c3)cccn2c1N(C)C(=O)C1CC1,1.8,x,-3,4,-4.7,i,x,-3,23
CCOc1ccc(N2C(=O)NC(=O)/C(=C\c3ccccc3[N+](=O)[O-])C2=O)cc1,-0.9,0.3,3,7,-1.0,-0.3,1.2,1,x
CCC1Nc2ncnc(N3CCN(c4ccccc4)CC3)c2N(Cc2ccccc2)C1=O (stereo not drawn),0.0&-0.6,-2.7,4&-2,9,-2.2&-2.3,6.2,0.9,14,-2.9&1.2
COc1ccc(CCNS(=O)(=O)c2ccc3c(c2)OCCO3)cc1OC,x,2.9,2,1,1.0,-0.7,-0.3,-5,x
COc1ccc([N+](=O)[O-])cc1NC(=O)c1cccnc1,0.9,0.3,3,18,0.5,-0.3,-1.5,1,5.0
O=S(=O)(c1cc(Cl)ccc1Cl)n1nnc2ccccc21,x,0.2,3,-5,0.7,i,0.6,6,-0.1
COC(=O)c1c(N)c2ccccc2[nH]c1=O,x,2.6,9,-3,-2.6,x,1.8,6,-0.7
COc1ccccc1C(=O)NCCC(=O)NCC(c1ccccc1)N(C)C (stereo not drawn),0.7,0.0,-1,2,-1.0,i,-0.3,1,0.0
CSc1ccc(C(=O)C2CCCN(C(=O)c3nonc3C)C2)cc1 (stereo not drawn),0.8,3.2,0,28,-2.7,-1.4,0.0,16,5.6
COc1ccc(C(=O)OCC(=O)NC2CC2)cc1S(=O)(=O)Nc1ccc(C)cc1,0.4,-1.7,6,6,x,1.5,1.5,-8,2.1
COCCOc1cnn(-c2cc(Oc3ccc(C)cc3)ncn2)c(=O)c1Cl,x,-0.4,3,0,-0.8,1.1,0.5,6,x
COc1cc(C(=S)N2CCOCC2)cc(OC)c1OS(=O)(=O)c1ccc(C)cc1,-12,-0.2,2,-11,-5.8,-2.3,-0.3,2,-1.5
CCCCCCn1c(=O)n2n(c1=O)C[C@]1(OC(=O)NCc3ccco3)CN(S(=O)(=O)c3ccc(C)cc3)C[C@]1(O)C2,1.0,x,0,9,-2.1,-0.4,x,11,-0.4
COc1ccccc1NC(=S)N/N=C1\CC(C)(C)Oc2ccc(O)cc21,4.9,-0.6,-2,14,0.6,-0.9,0.3,-22,-0.1
CCOC(=O)c1c(NC(=O)CCC(=O)N2CCOCC2)sc2c1CC(C)(C)OC2,x,-0.2,3,11,-1.2,2.6,-0.9,8,-0.5
CCOC(=O)C1=C(COc2ccccc2)NC(=O)NC1c1cccc([N+](=O)[O-])c1 (stereo not drawn),0.7,-2.5,0,3,-1.6,i,-0.1,-7,0.5
Cc1ccc(NC(=S)Nc2cccc(-c3n[nH]c(=S)o3)c2)cc1,0.8,2.8,17,0,1.9,-0.5,-0.1,-7,x
CCN(CC)C(=O)C(=O)c1cccn1-c1cccc(-n2cccc2C(=O)C(=O)N(CC)CC)c1C#N,x,0.0,-4,9,0.3,6.2,-1.5,15,-0.8
COc1ccc2c(Cl)c(C(=O)NCCCn3ccnc3)sc2c1,x,-2.5,-1,11,-1.5,-0.5,-0.8,11,-0.1
CC1CC(C)CN(CC(C)(C)NS(=O)(=O)c2ccccc2)C1 (stereo not drawn),x,1.2,0,4,0.6,-3.6,-1.0,7,1.7
Cc1sc2nc(CSCC(=O)NC3CCCCC3)[nH]c(=O)c2c1C,1.2,-0.2,4,0,0.2,-0.4,-0.5,1,x
Cc1cccc(-n2c(O)c(/C=N/N3CCOCC3)c(=O)[nH]c2=S)c1,x,1.0,1,0,-5.4,-0.3,-0.4,-6,x
SMILES,TcdB GH inh,UGM FP inh,Mtb FBA inh,GDH-TPI inh,FadD28 FP inh,BH1578 lux ind,PfHsp40 yeast,Y pestis TopoI,BioA inh
O=C(Nc1ccc(Oc2ccc(Br)cc2)cc1)C1=CC=CN2CCS(=O)(=O)N=C12,0.7,1.5,1,1,-3.4,-1.3,-0.9,-9,1.9
CNC(=O)[C@@]1(C)C=C[C@@H](Cc2ccccc2)N1C(=O)OC,x,-2.2,-3,1,-2.3,1.0,-0.9,2,0.4
CCOC(=O)C1=CCC(c2ccccc2C(F)(F)F)N(S(=O)(=O)c2ccc(C)cc2)C1 (stereo not drawn),1.4,x,1,x,1.1,x,x,x,-1.6
CCN(CC)S(=O)(=O)c1ccc(-c2nnc(SCC(=O)N3CCc4ccccc43)o2)cc1,x,3.1,2,5,-2.3,i,-2.0,6,-1.2
CSc1nc(-c2cccs2)c(C#N)c(=O)[nH]1,0.4,2.5,2,27,-4.9,i,-0.7,-9,-1.1
Cc1ccc(-c2csc(NCCn3c(-c4ccncc4)nc4ccccc43)n2)cc1,-2.4,2.4,-2,-2,-3.2,-0.4,-1.8,15,-1.2
O=C(NCC(c1ccco1)N1CCN(c2ccc(F)cc2)CC1)c1ccco1 (stereo not drawn),0.9,1.0,0,6,0.3,-0.8,-0.9,2,1.3
CCCCn1c(Oc2ccc(C(=O)OC)cc2)nc2c1c(=O)n(C)c(=O)n2C,x,3.2,3,4,-1.6,11,1.0,1,1.9
c1ccc(OCc2nn3c(Cn4cnc5ccccc54)nnc3s2)cc1,x,0.2,3,8,-2.8,-6.7,-0.4,15,4.3
